Source: PubChem (several laboratories)
S1P3 antagonist: antagonists of human S1P3 receptor | Q99500 | CHO S1P3 NFAT-BLA reporter, FRET fluorescence, antagonist mode | inhibition, % at 4.98 µM | 170,000 tested, 0.27% active;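 active means inhibition above the plate cutoff, the mean inhibition of test wells on that plate plus 3 SD, cut at about 28% in these data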;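 further: cells challenged with S1P at its EC80 of 0.8 µM; blue over green emission ratio from cleaved BLA substrate after 4 h stimulation; 0% = S1P-stimulated wells and 100% = unstimulated DMSO-only wells; some compounds past the cut are filed as inactive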
Target sequence (Q99500 whole entry, looked up): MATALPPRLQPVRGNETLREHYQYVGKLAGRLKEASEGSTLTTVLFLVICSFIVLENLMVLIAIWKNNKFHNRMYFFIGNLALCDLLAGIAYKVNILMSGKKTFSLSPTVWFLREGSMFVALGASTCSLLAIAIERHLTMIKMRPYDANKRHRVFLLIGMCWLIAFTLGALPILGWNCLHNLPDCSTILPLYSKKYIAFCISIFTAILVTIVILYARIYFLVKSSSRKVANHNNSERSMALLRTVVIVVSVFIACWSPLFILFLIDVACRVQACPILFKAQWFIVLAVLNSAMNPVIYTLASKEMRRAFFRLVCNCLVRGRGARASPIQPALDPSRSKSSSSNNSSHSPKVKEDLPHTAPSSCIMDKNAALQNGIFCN
SRC2 TRFRET art: counter-screen for PPARgamma SRC-2 recruitment agonists: TR-FRET artefact. TR-FRET ratio at 8 µM. 200,000 tested, 0.4% active. active compounds read high. AID 1049; in the data active means TR-FRET ratio above about 2000; further: inactives centre near 1500
ROMK primary: human ROMK K+ channel modulation, primary screen | P48048 | Tet-inducible ROMK, thallium flux fluorescence; actives lie on both sides | B-score at 10 µM | 130,000 tested, 2% active;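 active means signal ratio slope over the read window, or its plate-corrected B-score, at least 3 SD from the plate mean, either direction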;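 further: B-score of the F/F0 ratio slope over 7 to 12 s after thallium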
Target sequence (P48048 whole entry, looked up): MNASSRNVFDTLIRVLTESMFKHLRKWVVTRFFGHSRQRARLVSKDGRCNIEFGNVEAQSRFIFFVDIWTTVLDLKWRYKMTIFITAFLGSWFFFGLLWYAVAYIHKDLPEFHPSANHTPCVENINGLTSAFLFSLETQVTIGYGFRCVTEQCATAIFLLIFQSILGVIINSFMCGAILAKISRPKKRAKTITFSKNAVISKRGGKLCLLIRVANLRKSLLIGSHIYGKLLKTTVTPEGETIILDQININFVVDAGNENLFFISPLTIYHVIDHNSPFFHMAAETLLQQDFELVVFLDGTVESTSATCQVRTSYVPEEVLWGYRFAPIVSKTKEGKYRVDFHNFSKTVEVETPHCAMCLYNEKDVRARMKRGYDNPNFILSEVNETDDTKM
STAT3 blocker: STAT3 signaling inhibition; U3A cells, IL-6 STAT3-luciferase reporter, luminescence; host cell line lacks STAT1; inhibition, % at 5.5 µM; 190,000 tested, 0.89% active; AID 862;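 active means inhibition above the mean inhibition across all screened compounds plus 3 SD, cut at about 44% in these data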;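 further: 0% = DMSO only wells and 100% = 100 µM nifuroxazide control wells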
STAT1 inh: STAT1 signaling inhibition. NIH 3T3 STAT1-luciferase reporter, IFN-gamma, luminescence. inhibition, % at 5.5 µM. 200,000 tested, 0.35% active. AID 920;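 active means inhibition above a set limit, the mean inhibition across all tested compounds plus 3 SD, cut at about 34% in these data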;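 further: 0% = IFN-gamma with DMSO and 100% = IFN-gamma with 300 µM nifuroxazide; values of inactives mirror those of a sister screen read the other way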
RAM network inh: yeast RAM network inhibition. 190,000 tested, 1.8% active. inhibition, % at 50 µM. S. cerevisiae dse1pr::URA3 reporter, 5-FOA growth OD615, 2 d; analog-sensitive cbk1-as2 kinase mutant strain;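 active means inhibition above a set limit, 3 SD over mean compound inhibition, cut at about 8.4% in these data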;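 further: 0% = DMSO-only wells with no growth and 100% = 10 µM 1-NA-PP1 full growth; inhibition rescues growth on 5-FOA so higher OD means more RAM inhibition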
PPARg SRC-1 ag: promotes SRC-1 coactivator recruitment by human PPARgamma | PPARgamma-SRC-1 coactivator recruitment biochemical assay | activation, % at 8 µM | 200,000 tested, 0.41% active | P37231; in the data active means activation above about 19%;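 further: 0% = DMSO and 100% = reference agonist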
STAT3 activator: activators of IL-6 induced STAT3 signaling | U3A cells, IL-6 STAT3-luciferase reporter, luminescence; 100% = signal with IL-6 EC80 alone | activation (% of control), % at 5.6 µM | 190,000 tested, 0.91% active;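 active means activation above the screen-wide mean of compound activation plus 3 SD, cut at about 130% in these data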;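 further: 0% = background luminescence of wells with medium and substrate only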
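Assay system – human STAT1-deficient U3A cells with stable STAT3-luciferase reporter · Also added – IL-6 (33 ng/mL) · Schedule – compound 1 h, then IL-6 6 h at 37 °C · Technique – reporter luminescence signal · Evaluation – % activation versus median of IL-6-stimulated wells · Benchmarks – IL-6-only wells as 100% reference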
PPARg SRC-3 ag: PPARgamma-driven SRC-3 recruitment agonism. AID 731. 200,000 tested, 0.26% active. P37231. biochemical PPARgamma/SRC-3 coactivator recruitment assay. activation, % at 8 µM; in the data active means activation above about 23%;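 further: 0% = DMSO and 100% = reference agonist; some compounds past the cut are filed as inactive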
PPARg SRC-2 ag: PPARgamma-driven SRC-2 recruitment agonism | P37231 | PPARgamma LBD-SRC-2 recruitment, biochemical | activation, % at 8 µM | 200,000 tested, 0.34% active | AID 1032; in the data active means activation above about 22%;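 further: 0% = vehicle and 100% = reference agonist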
TLR4-MyD88 BLA: blocks binding of human TLR4 to MyD88 | AID 861 | inhibition, % at 8.4 µM | HeLa CL3-4 TLR4/MyD88 BLA complementation, FRET ratio | 200,000 tested, 0.18% active; in the data active means inhibition above about 25%;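 further: 0% = vehicle and 100% = reference inhibitor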
* = called active by the depositor; / = not tested or not shown. This is a random part of the collection; overall some 5.6% were active at least once.

SMILES	S1P3 antagonist	SRC2 TRFRET art	ROMK primary	STAT3 blocker	STAT1 inh	RAM network inh	PPARg SRC-1 ag	STAT3 activator	PPARg SRC-3 ag	PPARg SRC-2 ag	TLR4-MyD88 BLA
CCOC(=O)c1sc2nc3c(SCC(=O)O)cc(C(=O)c4cc(F)ccc4O)cn3c(=O)c2c1C	-1	1589	0.43	-7	-15	6.4	-7	104	0	-5	1
O=C(NCc1ccc2c(c1)OCO2)c1cc(-c2ccccn2)nc2ccccc12	0	1529	0.09	0	-6	14*	-11	101	0	-3	-14
Cc1ccccc1N=CC1=C(O)c2ccccc2C1=O	-2	1805	0.61	99*	80*	2.0	6	14	5	-4	-10
O=C(NCc1ccccc1)NC1(C(=O)N2CCN3CCCC3C2)CCCCC1 (configuration not stated)	/	1422	/	-5	1	0.7	1	106	6	1	2
C/C(=N\NC(=O)c1cccnc1)c1nnn(-c2nonc2N)c1C	-6	1569	1.2	7	-3	1.1	1	101	-4	2	-7
CN(C)c1ccc(/C=N/NC(=O)C(=O)/C=C2\NC3(CCCC3)Cc3ccccc32)cc1	-6	1511	/	-4	-9	-0.2	1	106	-5	-1	4
CC(=O)C1=C(C)NC(=O)NC1c1cccc([N+](=O)[O-])c1O (configuration not stated)	-18	1561	-0.0065	8	7	2.7	5	95	-2	-3	7
Cc1ccccc1C(=O)Nc1nnc(-c2cccnc2)o1	1	1381	0.76	-7	-2	-0.3	-9	110	-1	2	16
CCc1ccc(C(=O)NCc2cnn(C)c2)s1	-4	1501	-0.33	6	-15	0.6	1	99	-1	4	7
Cc1ccc(S(=O)(=O)N2CCOCC2)cc1C(=O)N1CCOCC1	/	1511	0.14	2	-1	1.4	0	98	0	-5	13
O=[N+]([O-])c1ccc(COc2ccccc2/C=N/O)cc1	-19	1438	0.72	1	-29	1.7	6	100	-3	2	-3
NS(=O)(=O)c1ccc(N/C=C\C(=O)c2cccc3ccccc23)cc1	0	1558	-0.15	4	-3	5.2	3	97	5	5	-1
Cc1ccc(CC(=O)N2CCN(c3ccccc3F)CC2)cc1	9	1538	-0.9	11	-10	-0.4	7	98	-2	8	0
CCN(CC)c1ccc(NC(=S)NC(=O)c2ccco2)cc1	5	1619	1.5	2	-48	0.4	-2	100	5	4	-5
CCc1ccc(NC(=O)c2cnc3n(c2=O)CCS3)cc1	-2	1566	/	-17	-34	0.9	7	118	-2	-5	20
c1ccc(Nc2nc3ccccc3[nH]2)nc1	-13	1642	/	-11	-15	-0.5	10	117	3	4	3
Cn1cccc1Cc1nnc(SCC(=O)Nc2ccc(F)cc2F)n1-c1ccc(F)cc1	-11	1552	/	6	3	4.8	4	100	9	10	-4
Cc1cccc(C(=O)N[C@H](C(=O)Nc2nc(C)cs2)C(C)C)c1	-16	1442	-0.036	4	4	1.3	-13	97	2	-13	6
C/C(Cn1nc([N+](=O)[O-])cc1C)=N\NC(=O)c1cccc(Br)c1	/	1458	/	9	0	1.4	-2	97	-9	1	0
CC1Cn2c(nc(=O)c3c2NCN(CCc2ccccc2)C3)S1 (configuration not stated)	-35	1387	/	9	6	-1.3	-8	96	3	-7	2
CCOC(=O)C(C)Oc1cccc2c(=O)n(CC(=O)Nc3cccc(OC)c3)ccc12 (configuration not stated)	/	1646	/	6	9	2.5	-3	102	-3	-1	0
CC(C)C(=O)Nc1ccc2c(c1)nc1n2CCSC1	-2	1501	/	32	-4	0.9	-4	77	4	0	0
N/C(CC(=O)NCCOc1ccccc1)=N\O	-22	1659	/	10	5	0.6	11	97	14	10	3
CCCCNC(=O)c1ccc(/C=C2\Oc3ccccc3N(C)C2=O)cc1	-7	1594	0.28	20	-26	5.0	4	88	2	0	-11
O=C(NNc1ccc(O)cc1)c1ccc(Br)cc1	0	1470	0.73	16	27	0.1	-1	89	5	7	-10
(continued)
SMILES	S1P3 antagonist	SRC2 TRFRET art	ROMK primary	STAT3 blocker	STAT1 inh	RAM network inh	PPARg SRC-1 ag	STAT3 activator	PPARg SRC-3 ag	PPARg SRC-2 ag	TLR4-MyD88 BLA
CC(C)NC(=S)N=Nc1c(O)[nH]c2ccc(C(C)C)cc12	-1	1532	/	12	10	-0.6	2	93	0	-1	-12
C/C(=N\OC(=O)NC(C)C)c1sc(-c2ccccc2)nc1C	/	1556	/	20	-19	0.5	7	88	-1	-3	-5
CCOc1cc(C(=O)Nc2ccc3c(c2)OCO3)ccc1OCCOc1ccccc1Cl	/	1526	-0.0086	-1	-4	3.7	4	101	-3	7	-1
CN1C(=O)N(C)C2C1N(C)S(=O)(=O)N2C (configuration not stated)	-8	1504	/	8	-3	0.7	12	98	7	7	-9
NC(=S)N/N=C/c1ccc(-c2cc(Cl)c(Cl)cc2Cl)o1	1	1512	/	7	-8	2.6	6	97	1	1	-7
COc1cccc(-c2cc(C(=O)NCc3ccc(Cl)cc3)no2)c1	15	1479	/	-10	-3	0.7	0	111	2	0	-6
Cc1noc(NS(=O)(=O)c2ccc(N3C(=O)c4ccccc4C3=O)cc2)c1C	-8	1394	/	8	7	2.1	-2	97	-10	-6	-10
Cc1nc2nc(-c3ccc(Cl)cc3)nn2c(C)c1Cl	/	1526	/	-84	9	2.9	2	167*	-3	0	13
CSc1ccccc1NC(=O)COc1ccccc1C	12	1334	-1.7	6	-22	-0.3	-2	102	0	-8	2
CN(C)C(=O)c1nnc(Cc2ccc(Cl)cc2)o1	-1	1513	0.92	0	0	0.0	-3	100	3	-3	-4
Cc1ccc(Nc2nc3ccccc3nc2-n2nc(C)cc2C)cc1	/	1610	/	23	-2	8.7*	-2	86	5	2	7
Cc1csc(-c2cnn(-c3ccccc3)c2NC(=O)c2ccc(C(F)(F)F)cc2)n1	/	1555	0.26	-2	5	0.5	-5	106	-4	3	4
CCOc1cc(/C=N/Nc2nc(N3CCCCC3)nc(N3CCCCC3)n2)ccc1OC(=O)c1ccco1	0	1450	-0.93	1	-3	2.0	-4	110	-1	4	14
Cc1ccc(/C=N/NC(=O)c2cccs2)o1	0	1496	/	-4	-31	1.1	-2	104	-1	4	0
O=C(NCc1ccco1)c1cc(-c2ccccn2)nc2ccccc12	14	1402	-0.44	10	-6	3.1	-3	97	-3	2	-3
COc1ccc(N(C(=O)c2ccco2)S(=O)(=O)c2cccs2)cc1	-24	1501	0.047	-4	7	1.1	2	106	8	-7	-1
COC(=O)c1c(-c2ccc(F)cc2)noc1N	-32	1601	0.21	4	-2	0.9	2	100	14	17	-1
CCOC(=O)C1(N(CC)CC)Sc2cc(C)ccc2NC1=O (configuration not stated)	-7	1396	0.64	15	-6	3.9	3	94	5	2	-3
Cc1ccc(-n2c(C)cc(/C=N/NC(=O)c3ccncc3)c2C)cc1C	-19	1624	1.2	4	-18	0.1	8	105	1	-1	8
S=C(Nc1ccc2nsnc2c1)NC1CCCCC1	-1	1719	/	-12	-25	0.0	11	112	9	6	11
COC(=O)C1CCN(c2c([N+](=O)[O-])cc(C(F)(F)F)cc2[N+](=O)[O-])CC1	/	1786	/	22	12	2.2	2	87	-6	7	9
Cc1cccc(OCCN2CSC(=S)N(C)C2)c1	/	1505	/	5	3	-0.3	1	99	5	1	-11
C/C(=N\NC(=O)c1ccco1)c1ccc(NC(=O)c2cccs2)cc1	7	1504	-0.42	1	-61	0.7	8	97	3	-5	-12
C/C(=C\C(=O)c1ccc(Cl)cc1)Nc1ccc(N2CCOCC2)cc1	/	1645	0.14	8	-3	1.6	2	97	4	14	-4
Cc1[nH]c2ccccc2c1C(=O)CSCC(=O)O	-12	1600	/	11	1	1.1	2	99	-1	3	-14
Going on with the list.
SMILES	S1P3 antagonist	SRC2 TRFRET art	ROMK primary	STAT3 blocker	STAT1 inh	RAM network inh	PPARg SRC-1 ag	STAT3 activator	PPARg SRC-3 ag	PPARg SRC-2 ag	TLR4-MyD88 BLA
O=C(N/N=C/c1cccc(F)c1)c1ccc(Cl)cc1	5	1559	0.16	10	-41	1.8	7	96	2	-1	-12
CCCCNC(=O)Nc1ccccc1C(=O)NCCC	/	1687	0.59	6	1	1.5	4	98	8	1	-2
CCCCn1nnnc1SCC(=O)NNC(=O)c1ccco1	-2	1597	0.28	5	-10	3.2	5	102	1	7	-3
Nc1ncnc2c1ncn2CCN1CCOCC1	-11	1586	/	6	5	2.2	-2	99	-10	-1	4
O=c1[nH]c(SCc2ccc(F)cc2Cl)nc2ccccc12	-225	1524	0.19	22	-1	7.2	-2	86	2	1	11
Cc1ccc(NC(=O)CNS(=O)(=O)c2cccs2)cc1F	-8	1817	-0.38	2	4	0.9	6	102	3	6	11
COCCNC(=O)c1ccc2c(=O)n(Cc3ccco3)c(SCC(=O)NC3CCCC3)nc2c1	/	1518	0.7	0	6	0.7	-1	100	-7	-8	1
CCOC(=O)Cn1c(=O)n(Cc2ccco2)c(=O)c2ccc(C(=O)NCCc3ccccc3)cc21	-7	1559	-1.6	6	-1	6.0	8	96	15	3	1
Nc1nc(CSc2ccccc2)nc(N2CCCCC2)n1	-5	1480	-2	-5	-48	0.7	7	111	3	-4	6
COc1ncnc2c1oc1nc(CC(C)C)c3c(c12)CC(C)(C)OC3	/	1554	/	-4	-10	-0.5	-11	114	-8	-1	11
CC(=O)Nc1cccc(C(=O)/C=C/c2ccc(F)cc2)c1	-1	1340	-3.7*	6	-7	1.1	-8	97	3	1	-4
Cn1c(-c2ccc3nc(N)sc3c2)nc2cc(N)ccc21	/	1784	1.8	-11	-17	0.8	8	109	7	16	0
CCSc1nnc(-c2cccnc2)n1-c1ccc(C)c(Cl)c1	/	1459	-0.014	-17	1	-0.7	4	115	3	-2	-7
CCn1nnnc1SCC(=O)Nc1nc(C)c(C)s1	/	1489	/	-3	-12	-1.1	0	105	5	2	-4
C=CCN1C(=O)/C(=N/n2cnnc2)c2ccccc21	/	1487	1.5	-1	4	0.7	2	104	-7	-1	7
CCCNC(=O)Cn1cnc2sc(C(=O)N3CCN(Cc4ccc5c(c4)OCO5)CC3)c(C)c2c1=O	30*	1778	1.1	14	3	2.1	4	94	2	6	0
NC(=O)NCc1ccc(C(=O)OCc2ccncc2)cc1	-6	1502	0.74	-6	-5	-0.7	8	102	1	-4	-5
COC1=C(Nc2ccc(O)cc2)C(=O)c2ccccc2C1=O	-14	1614	-1.3	-16	-10	5.1	16	111	10	-1	-8
CCc1nn(C)c(-c2n[nH]c(=S)n2N)c1Cl	/	1455	/	-11	-1	1.0	-12	113	-5	0	0
O=C(CSc1nnc(CNC(=O)c2cccs2)o1)NCc1ccc(F)cc1	/	1503	-0.067	-5	5	0.6	3	105	3	1	3
CCOC(=O)C1=C(O)CSC1=Nc1ccc(Cl)cc1	9	1572	/	7	-9	0.4	3	100	-2	8	-7
COc1ccc([N+](=O)[O-])cc1NC(=S)Nc1ccccc1	/	1681	0.013	16	12	1.0	4	91	-1	-5	-1
